PvdQ acylase – P. aeruginosa PvdQ acylase inhibitors, primary screen, biochemical, fluorescence, plate reader and imaging, single point | PvdQ acylase [Pseudomonas aeruginosa LESB58] | purified PvdQ acylase | inhibition, % at 10 µM | 340,000 compounds, 0.063% hits | AID 488965, 2010; in the data active means inhibition above about 30%, passing the limit was not always enough;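 further: 0% = vehicle neutral wells and 100% = reference inhibitor wells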
MITF act – activators of MITF-driven TRPM1 promoter reporter, primary screen, cell-based, SK-MEL-5, luciferase, single point. SK-MEL-5 TRPM1-promoter luciferase, 24 h; % of positive control, neutral wells = 0. activation, % at 12.5 µM. 300,000 compounds, 0.75% hits. AID 588334, 2011;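 active means mean activation of at least 80% with every replicate also reaching 80%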;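 further: 0% = neutral control wells and 100% = parthenolide positive control wells; values of inactives mirror those of a sister screen read the other way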
Wnt bcat act – Wnt/beta-catenin pathway activators, primary screen, cell-based, plate reader, single point. Wnt/beta-catenin reporter cell assay, activator. activation, % at 9.35 µM. 300,000 compounds, 1.2% hits. AID 743398, 2014; in the data active means activation above about 30%, passing the limit was not always enough;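 further: 0% = neutral control wells and 100% = positive control wells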
RTF Ca sens act – cardiac RTF calcium sensitivity activators, primary screen, biochemical, IANBD-TnC fluorescence, EC20 calcium. Troponin I, cardiac muscle (Homo sapiens) + Troponin T, cardiac muscle (Homo sapiens) + …. IANBD-labeled TnC RTF fluorescence at EC20 calcium; 0% EC20 calcium, 100% full calcium. activation, % at 7.2 µM. 340,000 compounds, 0.24% hits;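 active means activation above the mean over all tested compounds plus 3 SD, cut at about 30% in these data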;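 further: rise in fluorescence read as greater calcium sensitivity of cardiac thin filaments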
dFosB act – activators of delta FosB homodimer, primary screen, biochemical, fluorescence polarization, TAMRA-CDK5 oligo, single point; activation, % at 25 µM; 340,000 compounds, 0.99% hits; Protein FosB (Mus musculus), P13346; purified delta FosB; percent of positive-control signal above neutral wells;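 active means mean activation above about 17%, with every replicate also reaching it, limit read from the data, passing the limit was not always enough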;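 further: fluorescence polarization rise as delta FosB binds a TAMRA Cdk5 AP-1 oligo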
CDK5 p35 inh – inhibitors of human CDK5/p35 kinase, primary screen, biochemical, single concentration; Recombinant CDK5/p35, ADP-Glo luminescence, 60 min; inhibition, % at 10 µM; 330,000 compounds, 0.01% hits; AID 488839, 2010;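 active means highest replicate inhibition of at least 50% and at least 75% of replicates reaching 50%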;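 further: plate controls were DMSO neutral control for no effect and GW8510 at 10 µM for full effect; many of its hits are not listed in these tables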
Target sequence (Q00535 whole entry, looked up): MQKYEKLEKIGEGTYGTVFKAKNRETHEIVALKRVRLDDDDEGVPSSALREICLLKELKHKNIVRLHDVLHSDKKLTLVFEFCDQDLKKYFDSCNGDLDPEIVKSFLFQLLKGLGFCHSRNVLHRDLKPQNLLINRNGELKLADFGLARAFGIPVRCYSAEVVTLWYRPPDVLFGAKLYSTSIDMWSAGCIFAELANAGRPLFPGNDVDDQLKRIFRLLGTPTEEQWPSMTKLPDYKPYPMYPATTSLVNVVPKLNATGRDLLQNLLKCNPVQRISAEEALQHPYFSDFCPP
Target sequence (Q15078 whole entry, looked up): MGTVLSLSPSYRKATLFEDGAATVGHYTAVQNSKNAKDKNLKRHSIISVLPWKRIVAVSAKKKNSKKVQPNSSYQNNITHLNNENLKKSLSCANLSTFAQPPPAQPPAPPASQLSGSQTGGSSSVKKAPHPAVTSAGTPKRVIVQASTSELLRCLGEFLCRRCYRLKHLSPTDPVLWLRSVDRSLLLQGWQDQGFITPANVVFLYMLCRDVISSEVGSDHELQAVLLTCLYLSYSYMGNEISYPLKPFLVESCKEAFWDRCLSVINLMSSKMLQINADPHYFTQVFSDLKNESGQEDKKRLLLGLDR
SR-BI DiI inh – inhibitors of SR-BI mediated HDL lipid uptake, primary screen, ldlA[mSR-BI] cells, fluorescence, single point | Scavenger receptor class B member 1 (Mus musculus), Q61009 | ldlA[mSR-BI] CHO cells, DiI-HDL uptake fluorescence, 3 h | inhibition, % at 12.5 µM | 320,000 compounds, 0.96% hits | AID 488896, 2010;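 active means mean replicate inhibition of at least 70% and a set share of replicates each scoring 70 or more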;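 further: 0% = median of neutral control wells and 100% = median of positive control wells; values of inactives mirror those of a sister screen read the other way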
HTR5A ag – HTR5A agonists in luminescence cell assay, primary screen, counter-screen for OPRM1-OPRD1 heterodimer agonist project, full-deck HTS. 5-hydroxytryptamine receptor 5A (Homo sapiens), P47898. activation, % at 9.3 µM. cell-based. 340,000 compounds, 0.61% hits; in the data active means activation mostly above about 9.5%, no sharp cut-off; inactive means mostly below about 7.6%;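 further: 0% = cells with vehicle only and 100% = reference agonist; strong numbers were not always called active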
Target sequence (P47898 whole entry, looked up): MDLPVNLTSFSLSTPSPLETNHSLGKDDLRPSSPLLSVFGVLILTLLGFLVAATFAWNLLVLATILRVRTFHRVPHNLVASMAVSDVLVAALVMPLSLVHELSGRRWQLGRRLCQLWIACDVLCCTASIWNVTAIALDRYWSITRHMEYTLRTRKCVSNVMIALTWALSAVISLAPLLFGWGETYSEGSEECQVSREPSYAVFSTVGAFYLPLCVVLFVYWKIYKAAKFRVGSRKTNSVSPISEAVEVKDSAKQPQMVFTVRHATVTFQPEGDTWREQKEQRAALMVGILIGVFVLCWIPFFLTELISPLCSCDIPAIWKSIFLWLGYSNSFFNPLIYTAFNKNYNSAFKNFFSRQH
SR-BI DiI-HDL act – activators of SR-BI mediated DiI-HDL uptake, primary screen, ldlA[mSR-BI] CHO cells, DiI fluorescence. 3 h; 100 = double the neutral-control signal. activation, % at 12.5 µM. 320,000 compounds, 0.096% hits. AID 504775, 2011;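 active means mean replicate activation of at least 60% and every replicate at or above 60%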;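 further: 0% = median plate neutral-control signal and 100% = twice that signal; values of inactives mirror those of a sister screen read the other way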
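material = CHO ldlA[mSR-BI] cells | medium = Ham's F12 with 0.5% BSA, HEPES 25 mM, pH 7.4 | reagent = fluorescent DiI-HDL, 10 µg/mL final | compound dosing = single-point compound dose | incubation = 3 h, 37 °C | measured by = bottom-read fluorescence, 550/595 nm | measure = HDL uptake via cellular fluorescence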
Rtt109 HAT inh – inhibitors of C. albicans Rtt109/Vps75 HAT, primary screen, biochemical, ThioGlo CoA-SH fluorescence, plate reader | Histone acetyltransferase RTT109 (Candida albicans (strain SC5314 / ATCC MYA-2876)), … | purified Rtt109/Vps75, 4 h | inhibition, % at 34.9 µM | 330,000 compounds, 0.16% hits;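 active means inhibition of at least 50% in every replicate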
The depositor's hits bear a star; . = no result given.

Structure	PvdQ acylase	MITF act	Wnt bcat act	RTF Ca sens act	dFosB act	CDK5 p35 inh	SR-BI DiI inh	HTR5A ag	SR-BI DiI-HDL act	Rtt109 HAT inh
O=C(Nc1cccc(O)c1)C(=O)Nc1ccccn1	-14	-1	0	2	-1	3.4	-22	-2	22	2
CSc1ccc(CNCC(O)c2ccccc2)cc1 (configuration not stated)	-9	23	4	-2	5	0.2	-19	0	19	4
CCN(C(=O)c1cc(Cl)ccc1Cl)C1CCS(=O)(=O)C1 (configuration not stated)	-10	-5	-2	6	6	1.1	-9	2	9	-7
O=C(NCCN1CCOCC1)C1CCC(CNS(=O)(=O)c2ccc(Cl)cc2)CC1 (configuration not stated)	-8	0	-2	1	-3	-1.1	-45	3	45	9
Cc1c(C(=O)NNc2c(Cl)cccc2Cl)n(C)oc1=O	-1	7	2	-1	-8	0.7	5	-1	-5	18
COc1ccc(S(=O)(=O)N2CCOCC2)cc1NC(=O)c1cc(=O)[nH]c2ccccc12	-11	-7	-8	-1	2	0.2	13	-2	-13	7
Cc1nc(N2CCN(Cc3ccc4c(c3)OCO4)CC2)nc2c1C(=O)CC(c1ccco1)C2 (configuration not stated)	1	.	-3	-4	-6	1.3	10	1	-10	.
O=S(=O)(Nc1cccc(-n2cnnn2)c1)c1ccccc1F	15	-9	0	3	2	0.7	-10	1	10	7
Cc1ccc(N(CC(=O)N2CCCC2)S(C)(=O)=O)c(C)c1	-17	.	-2	-1	2	1.9	-24	1	24	-1
CC1CCN(S(=O)(=O)c2cc(Br)cc(C(=O)NC3=NCCS3)c2)CC1	-6	13	4	-1	-18	-1.5	27	0	-27	-2
O=S(=O)(Nc1cccc2ccccc12)N1CCCC1	-5	-1	.	-1	5	0.4	-3	11	3	5
O=S(=O)(c1ccc(F)cc1)N1CCC(O)(c2ccc3c(c2)OCO3)CC1	-11	9	.	4	-4	-4.1	11	6	-11	-9
COc1ccccc1-n1cnnc1SCc1csc(-c2ccccc2)n1	-10	1	.	6	-3	1.6	5	1	-5	9
O=C(/C(N=Nc1cccc(C(F)(F)F)c1)=C(/O)c1cccs1)C(F)(F)F	-10	18	22	2	-9	1.5	-4	7	4	24
COc1ccccc1N1CCN(C(=O)C(=O)c2c(C)[nH]c3ccccc23)CC1	-5	6	-1	-5	-4	1.7	25	-3	-25	2
Cn1c(SCC(=O)N2CCN(c3ccccc3)CC2)nnc1-c1ccncc1	-2	-5	0	0	0	-0.2	-19	-4	19	0
COc1ccc(NC(=O)C(C)SCc2ccccc2)cc1OC (configuration not stated)	-11	18	-1	-1	-2	1.6	19	0	-19	5
CCC(=O)c1ccc(OCC(=O)OCC(=O)N2c3ccccc3NC(=O)C2(C)C)cc1	-10	5	-6	6	-1	-2.8	-8	-1	8	-3
CCCCCCCC(=O)NNC(=O)c1ccc(F)cc1	10	-3	.	5	-1	1.4	-7	5	7	13
Clc1ccc(-c2c[n+](Cc3cccc(Cl)c3)c3n2CCC3)cc1	-1	-57	0	0	-12	-0.7	11	-2	-11	1
CC(C)C(=O)N1CCN(c2ccccc2NC(=O)c2ccc3c(c2)OCCO3)CC1	1	7	.	-4	0	1.4	-46	0	46	-6
CC(C)(C)c1ccc(SCC(N)=O)cc1	-11	6	-1	-1	0	2.8	-19	0	19	10
NS(=O)(=O)c1ccc(CCNC(=O)c2cc([N+](=O)[O-])ccc2N2CCCCC2)cc1	-7	-2	-1	0	-8	0.8	23	-2	-23	10
Cc1cc(=O)oc2cc(OCC(=O)OC(C)C(=O)Nc3ccc(S(N)(=O)=O)cc3)ccc12 (configuration not stated)	1	2	-5	-2	-1	2.3	-7	-2	7	1
O=C(COc1ccc(Cl)cc1)NNC(=O)c1ccccc1C(=O)O	-12	-2	0	6	-4	-0.5	-20	-1	20	15
O=S(=O)(NC1CCCCC1Oc1ccccc1)c1ccc(Cl)cc1 (configuration not stated)	4	7	-36	0	-7	0.1	5	7	-5	31
O=C(Nc1ccc(N2CCCCC2)cc1)c1cc(S(=O)(=O)N2CCOCC2)ccc1F	-6	5	0	-4	-10	1.1	28	0	-28	-7
O=C(NNC(=O)C1CCN(c2ncccn2)CC1)c1ccc(F)cc1	-12	15	0	5	-10	2.0	-5	-3	5	-5
FC(F)(F)c1cc(-c2cccs2)nc(N2CCOCC2)n1	-5	17	-2	1	-3	-1.4	9	3	-9	-11
CC(C)[C@H](NS(=O)(=O)c1ccccc1)C(=O)OCc1cc([N+](=O)[O-])cc2c1OCOC2	-10	5	-1	1	-6	0.2	37	0	-37	3

Other results
Structure	PvdQ acylase	MITF act	Wnt bcat act	RTF Ca sens act	dFosB act	CDK5 p35 inh	SR-BI DiI inh	HTR5A ag	SR-BI DiI-HDL act	Rtt109 HAT inh
CC(=O)Nc1scc(C)c1-c1nc2ccccc2s1	-10	-5	2	-4	-13	0.0	51	3	-51	2
CCn1c(SCc2c(Cl)cccc2Cl)nnc1-c1nn(-c2ccccc2)ccc1=O	-12	.	-2	-4	-12	-3.1	28	-5	-28	-18
CC1(C)C(=O)Nc2ccccc2N1C(=O)COC(=O)c1cccnc1Cl	-21	-11	-1	-5	-6	2.2	-15	2	15	6
CCOC(=O)C1=C(N)n2c(s/c(=C\c3ccco3)c2=O)=C(C(=O)OCC)C1c1ccco1 (configuration not stated)	-10	-14	-7	3	-10	1.6	23	1	-23	-3
Cc1cc(C)cc(NC(=O)CCN2C(=O)c3ccccc3C2=O)c1	19	13	0	-6	4	1.1	7	0	-7	7
CC(=O)C1=C(O)C(=O)N(c2ccccn2)C1c1ccccc1[N+](=O)[O-] (configuration not stated)	-4	-19	1	3	1	1.1	-2	1	2	3
Cc1cc(C)cc(NC(=O)Nc2ccc(NC(=O)c3ccccc3O)cc2)c1	-10	0	-2	-3	3	0.7	55	8	-55	-8
Cc1ccc(N2CC(c3nc4ccccc4n3C)CC2=O)cc1 (configuration not stated)	-7	-7	0	13	-14	-0.5	3	0	-3	5
Nc1cc(=O)[nH]c(SCC(=O)Nc2ncc(C(F)(F)F)cc2Cl)n1	-9	-14	-2	-1	-8	-5.8	-20	-2	20	8
CN(C)c1nc(N2CCOCC2)nc(N(c2ccccc2)c2ccccc2)n1	-7	.	9	1	-3	-1.6	16	2	-16	-7
O=C(NCCN1CCOCC1)c1ccc(Cl)c(Cl)c1	-4	.	0	-3	-2	-0.3	6	6	-6	-3
O=C(c1cccc(N2C(=O)c3ccccc3C2=O)c1)N1CCCCCC1	-4	2	5	3	-12	3.0	-6	5	6	3
O=C(CSC1=NCCN1)Nc1cccc([N+](=O)[O-])c1	-27	-37	41*	-1	0	0.3	82*	3	-82	113*
CCn1cc(C(=O)O)c(=O)c2cc(S(=O)(=O)N3CCCCCC3)ccc21	12	-4	1	3	-1	-0.3	-6	-1	6	7
COc1ccc(-c2nnn(CC(=O)N(Cc3cccs3)C(C)C(=O)NC3CCCC3)n2)cc1OC (configuration not stated)	-8	.	.	2	-3	0.2	26	-2	-26	27
COc1ccc(Br)cc1CNC(C)c1ccccc1 (configuration not stated)	-1	-2	.	6	-8	-1.0	-12	-1	12	0
CCCN1CCN(c2nc(-c3cccs3)nc3ccccc23)CC1	-21	-9	-1	15	-18	-4.7	16	4	-16	-1
CCN(C(=O)COC(=O)c1ccc(SC)cc1OC)C1CCS(=O)(=O)C1 (configuration not stated)	-18	2	1	1	4	-1.1	15	3	-15	-3
NC(=O)CSc1nnc(Cc2csc(Nc3ccccc3)n2)n1Cc1ccccc1	-12	-11	.	-3	-6	-0.8	2	4	-2	.
CCOC(=O)CCc1n[nH]c(=O)[nH]c1=O	-12	-2	-3	4	1	0.5	9	2	-9	-7
CCN1CCN(CCCNC(=O)CCC(=O)N2CCOc3ccccc32)CC1	11	.	2	5	1	1.5	-22	-3	22	14
O=C1NC(=NCc2ccccc2)S/C1=C/c1ccc(O)cc1	16	-34	0	-4	-5	1.0	26	5	-26	-3
CN(C(=O)COC(=O)c1cccc(S(=O)(=O)N2CCOCC2)c1)C1CCS(=O)(=O)C1 (configuration not stated)	-3	-5	.	2	-5	-0.3	-56	14	56	-8
O=C(Oc1ccccc1)c1cc2ccccc2oc1=O	6	10	-1	8	-11	0.8	-21	7	21	2
COc1ccc(NS(=O)(=O)c2ccc(SC)cc2)cc1	5	4	-1	-1	0	-0.9	-11	2	11	.
C/C(=N\NC(=S)NC(C)C)c1ccc(-n2ccnc2)cc1	-1	-3	-1	-1	-11	2.2	-1	-7	1	-5
O=C1/C(=C/c2ccc(C(=O)O)cc2)CCC/C1=C\c1ccc(C(=O)O)cc1	-12	12	-1	-2	-3	0.2	-5	4	5	-7
CCn1c(Cc2ccccc2)nnc1SCC(=O)Nc1ccc(OC)cc1	10	-3	-3	-13	-5	-0.1	3	-4	-3	-9
CC(=O)NC(CCS(C)(=O)=O)C(=O)Nc1cccc(C(C)=O)c1 (configuration not stated)	-5	10	.	2	-12	1.1	-25	-1	25	-14
Cc1ccccc1NC(=O)N1CCN(c2ncccn2)CC1	-8	6	.	1	4	-4.9	-11	3	11	-5

Filtered by structure, those above with bromine.
Structure	PvdQ acylase	MITF act	Wnt bcat act	RTF Ca sens act	dFosB act	CDK5 p35 inh	SR-BI DiI inh	HTR5A ag	SR-BI DiI-HDL act	Rtt109 HAT inh
CC1CCN(S(=O)(=O)c2cc(Br)cc(C(=O)NC3=NCCS3)c2)CC1	-6	13	4	-1	-18	-1.5	27	0	-27	-2
COc1ccc(Br)cc1CNC(C)c1ccccc1 (configuration not stated)	-1	-2	.	6	-8	-1.0	-12	-1	12	0

Further records:
Structure	PvdQ acylase	MITF act	Wnt bcat act	RTF Ca sens act	dFosB act	CDK5 p35 inh	SR-BI DiI inh	HTR5A ag	SR-BI DiI-HDL act	Rtt109 HAT inh
CC/C(=N\O)c1ccc(O)c(OC)c1	-6	5	.	2	-1	0.8	-1	-1	1	-2
CCOc1ccc(C(=O)NC(=S)Nc2ncccc2C)cc1[N+](=O)[O-]	2	24	-1	0	-2	1.7	35	1	-35	5
O=C(CSc1ncccc1C(=O)O)NCCC1=CCCCC1	-6	-8	.	0	-4	-0.5	-31	0	31	-1
Nc1nonc1-n1nnc(C(=O)N/N=C/c2ccc(OCc3cccc(Cl)c3)cc2)c1CN1CCCCC1	-12	106*	20	4	-14	2.1	19	-5	-19	6
